HTT aggregate – inhibitors of mutant huntingtin aggregate formation in PC12 cells. PC12 HttQ103-GFP aggregates, Acumen cytometry, 40 h. Potency, µM (highest dose often 46.1 µM), for inactives: at the top dose activity change, negative = inhibition, hits mostly inhibitors. 220,000 compounds, 1.1% hits. AID 1688; further: potency means the concentration at half of the fitted maximal effect; on the % scale 0 is the no-effect control and ±100 the full control effect; nearly all actives have a fitted effect of over 60% in size
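Huntingtin Q103 exon 1–GFP aggregates in induced PC12 cells (100 nM tebufenozide) were quantified by cytometry from lysates, with compounds dosed in titration.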
NPSR antagonist – blocks cAMP signaling of the human neuropeptide S receptor; Q6W5P4; 220,000 compounds, 1% hits; AID 1461; Potency, µM (top dose mostly 38.3 µM), without a hit: at the highest dose activity change, negative = inhibition, usual class: inhibitors; CHO-NPSR cells, cAMP TR-FRET, antagonist mode; further: potency means the concentration at half of the fitted maximal effect; on the % scale 0 is the no-effect control and ±100 the full control effect; nearly all actives have a fitted effect of over 50% in size; many of its hits are not listed in these tables
Target sequence (Q6W5P4 whole entry, looked up): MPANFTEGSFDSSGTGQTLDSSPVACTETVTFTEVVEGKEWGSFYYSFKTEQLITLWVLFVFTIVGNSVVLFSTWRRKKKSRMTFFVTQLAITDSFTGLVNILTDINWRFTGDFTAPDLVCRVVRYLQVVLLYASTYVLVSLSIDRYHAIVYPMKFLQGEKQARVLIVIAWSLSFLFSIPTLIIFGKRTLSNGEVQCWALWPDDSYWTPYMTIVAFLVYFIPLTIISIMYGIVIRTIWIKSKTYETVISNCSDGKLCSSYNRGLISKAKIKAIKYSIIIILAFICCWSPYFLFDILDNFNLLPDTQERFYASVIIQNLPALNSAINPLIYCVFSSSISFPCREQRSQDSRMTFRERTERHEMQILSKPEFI
CBFb RUNX1 block – inhibitors of human CBF-beta and RUNX1 interaction; Q01196+Q13951; AlphaScreen CBFb-His/RUNX1-biotin binding, biochemical; Potency, µM (top dose mostly 59.8 µM), for inactives: at the top dose activity, negative = inhibition, hits mostly inhibitors; 230,000 tested, under 10 active; AID 1477; further: % of control where 0% means no effect
Target sequence (Q01196 whole entry, looked up): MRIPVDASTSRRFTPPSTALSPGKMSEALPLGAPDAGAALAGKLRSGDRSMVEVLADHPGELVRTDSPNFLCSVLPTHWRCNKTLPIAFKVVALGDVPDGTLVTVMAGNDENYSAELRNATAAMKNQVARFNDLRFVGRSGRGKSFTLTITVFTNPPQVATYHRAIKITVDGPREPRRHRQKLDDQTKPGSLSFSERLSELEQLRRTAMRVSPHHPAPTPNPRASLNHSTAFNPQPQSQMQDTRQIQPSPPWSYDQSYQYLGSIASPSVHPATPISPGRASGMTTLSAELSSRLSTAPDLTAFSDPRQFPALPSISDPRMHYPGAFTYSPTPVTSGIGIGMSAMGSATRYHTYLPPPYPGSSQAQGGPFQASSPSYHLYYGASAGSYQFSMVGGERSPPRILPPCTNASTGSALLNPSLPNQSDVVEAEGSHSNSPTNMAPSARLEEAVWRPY
Target sequence (Q13951 whole entry, looked up): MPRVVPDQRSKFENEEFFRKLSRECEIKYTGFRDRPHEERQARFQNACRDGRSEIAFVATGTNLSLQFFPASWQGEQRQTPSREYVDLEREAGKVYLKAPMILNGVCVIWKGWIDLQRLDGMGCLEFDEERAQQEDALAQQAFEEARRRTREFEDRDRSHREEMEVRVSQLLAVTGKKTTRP
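Inhibition was taken as any reduction in AlphaScreen signal from the CBF-beta–RUNX1 pair (His and biotin tags, 30 nM each), measured after compound (15 min) and bead (90 min) incubations at room temperature.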
Lamin A splicing – LMNA splicing modulation | HeLa LMNA splicing GFP/RFP minigene ratio, 48 h | Potency, µM (series often up to 46.1 µM), for inactives: at the highest dose ratio change, negative = inhibition, hits mostly inhibitors | 200,000 compounds, 0.01% hits; active means well fitted inhibition curve with a large enough effect in the signal ratio, with a control signal flat, not every such curve was filed as active; inconclusive means small, poorly fitted or top-dose-only effect, or effect the other way, or a change in a side signal; the % refers to the signal ratio; further: potency means the concentration at half of the fitted maximal effect; on the % scale 0 is the no-effect control and ±100 the full control effect
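Read-out is the ratio of GFP to DsRed2 object intensity, acquired by 488 nm laser-scanning cytometry on HeLa lamin A-EGFP minigene reporter cells. Compound incubation 48 hrs at 37 °C in Opti-MEM with 2% FBS; DMSO 0.5% final.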
IMPase Li inh – IMPase inhibition in cells with lithium potentiation. AID 1457. CHO-M1 cells, IP1 TR-FRET (IP-One), carbachol + lithium. 210,000 compounds, 0.35% hits. Potency, µM (titrated, usually from 59.4 µM), without a hit: at the highest dose activity, negative = IMPase inhibition, usual class: inhibitors;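 further: IP1 builds up when IMPase is blocked and the TR-FRET signal falls; potency means the concentration at half of the fitted maximal effect; plate controls were basal vehicle for no effect and high inhibitor control for full effect; nearly all actives have a fitted effect of over 50% in size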
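IP1 accumulation measured by competitive TR-FRET in lysed CHO-M1 cells after 30 min compound exposure at 37C, with a small lithium addition to potentiate weak responses. Hill-equation AC50 from ratio and donor-channel data.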
KinaseGlo FLuc – blocks Kinase-Glo luciferase, a counter-screen artifact | Q27757 | Kinase-Glo luciferase, ATP luminescence, 8 min | Potency, µM (top dose mostly 38.3 µM), for inactives: at the highest dose activity change, negative = inhibition, hits mostly inhibitors | 200,000 compounds, 0.28% hits | AID 1379; further: potency means the concentration at half of the fitted maximal effect; on the % scale 0 is the no-effect control and ±100 the full control effect; nearly all actives have a fitted effect of over 60% in size
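Light output from Kinase-Glo luciferase with luciferin and 10 uM ATP in 50 mM imidazole pH 7.2, KCl, MgCl2, Tween 20, BSA; compound pin-delivered, 8-min ambient incubation, then luminescence read.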
Epigenetic derep – regulators of epigenetic silencing causing reporter derepression in mouse cells | murine LDR cells, GFP reporter derepression, 30 h | Potency, µM (highest dose often 53.9 µM), inactives show at the highest dose GFP activation, usual class: activators | 280,000 compounds, 0.2% hits | AID 1865; further: potency means the concentration at half of the fitted maximal effect; % of control where 0% means no effect; nearly all actives have a fitted effect of over 60% in size
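Murine LDR cells bearing a silenced CMV-driven GFP reporter were exposed to compound for 30 h at 37 C. After PBS washes, GFP-positive cells (20-120 um objects) counted by laser-scanning microplate cytometry.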
The depositor's hits bear a star; ? = inconclusive; nt = not tested or not shown; & = joins results of further samples; [ ] = remark or other dose. Unless noted, the call rests on the fitted dose curve; in most records, active means well fitted curve in the direction sought with a large enough effect; inconclusive means small, poorly fitted or top-dose-only effect, or another doubt; inactive means no such curve, though single readings can be large; an effect the other way counts as inactive or inconclusive. An excerpt (hit frequency here may not be typical).

nr	structure	HTT aggregate	NPSR antagonist	CBFb RUNX1 block	Lamin A splicing
1	Cc1cccc(C(=O)N2CCC(Cc3ccccc3)CC2)c1[N+](=O)[O-]	?	-11%	-9%	?
2	Brc1ccc(-c2nnc(-c3ccco3)o2)cc1	-22%	-14%[46.1 µM]	2%	-9%
3	O=C(CNS(=O)(=O)c1ccccc1Br)OCC(=O)N1CCc2ccccc21	19%	-21%[46.1 µM]	-3%	10%
4	O=S(=O)(Nc1ccc(-c2nc3ccccc3o2)cc1)c1ccccc1	-22%	-24%[46.1 µM]	-4%	9%
5	N#CC1=C(SCc2ccccc2)NC(=O)C(C#N)C12CCCC2 (configuration not stated)	-8%	3%[46.1 µM]	3%	?
6	CN(C)c1nc(NCc2ccccc2)nc(SCC(=O)Nc2ccccc2Cl)n1	-2%	-50%	-3%	?
7	COc1ccccc1CN1CC(C(=O)N2CCN(c3ccc(F)cc3)CC2)CC1=O (configuration not stated)	4%	-10%[46.1 µM]	5%	-3%
8	COCCOC(=O)C1=C(C)NC(=O)NC1c1ccc(Cl)cc1 (configuration not stated)	-11%	-4%[46.1 µM]	1%	4%
9	Cc1ccc2[nH]c3c(=O)n(N)c(=O)[nH]c3c2c1	3%[9.22 µM]	-3%	-1%	9%[46 µM]
10	Cc1ccc(O)c(CP(=O)(c2ccccc2)c2ccccc2)c1	?	2%	2%	7%

nr	IMPase Li inh	KinaseGlo FLuc	Epigenetic derep
1	3%	-2%	-1.1%
2	nt	-7%	2.0%
3	8%[38.3 µM]	-4%	3.8%
4	-5%[38.3 µM]	0%	0.4%
5	11%[38.3 µM]	-3%	1.8%
6	8%	2%	0.0%
7	31%[38.3 µM]	4%	-4.8%
8	-29%[38.3 µM]	-3%	-0.5%
9	nt	nt	1.1%
10	9%	-1%	0.0%

More entries follow.
nr	structure	HTT aggregate	NPSR antagonist	CBFb RUNX1 block	Lamin A splicing
11	CC1CN=C(N(C(=O)Nc2ccccc2)C(C)C)S1 (configuration not stated)	-17%	1%[46.1 µM]	-1%	-5%
12	CCC1C(=O)N=C(SCC(=O)NC2CCCCC2)NC1=O (configuration not stated)	-5%[9.22 µM]	-25%	-1%	nt
13	O=C(Nc1ccc2c(c1)OCCO2)C1CCCN(S(=O)(=O)c2cnc[nH]2)C1 (configuration not stated)	-7%	-1%[46.1 µM]	6%	?
14	CCOC(=O)n1cc(-c2cnc(CNC(=O)C(C)(c3ccccc3)c3ccccc3)o2)c2ccccc21	-3%	-20%	9%[2.36 µM]	?
15	CCc1nc(OCCN(C)C)c2oc3ccccc3c2n1	6%	-10%[46.1 µM]	-10%	6%
16	CCOc1ccc2noc3c2c1C(=O)c1ccccc1-3	-30%	1%[46.1 µM]	-21%	-10%
17	Cc1sc(NC(=O)C2CCCCC2C(=O)O)c(C(N)=O)c1C (configuration not stated)	16%	-11%[46.1 µM]	-2%	3%
18	Clc1ccc(-c2csc3ncnc(Cl)c23)cc1	?	-12%	15%	-6%
19	O=c1[nH]cnc(O)c1C(c1cccc([N+](=O)[O-])c1)c1c(O)nc[nH]c1=O	12%[9.22 µM]	-24%[7.67 µM]	7%	nt
20	COc1ccc(N2CCN(c3nc(Nc4ccc(F)cc4)nc(OC)n3)CC2)cc1	10%	-3%[46.1 µM]	-2%	-2%

nr	IMPase Li inh	KinaseGlo FLuc	Epigenetic derep
11	-4%	1%	-0.8%
12	6%	1%	-3.1%
13	28%[38.3 µM]	-4%	-0.8%
14	2%	2%	0.0%
15	-6%[38.3 µM]	0%	3.8%
16	0%	0%	-0.9%
17	-10%[38.3 µM]	0%	-1.2%
18	-3%	2%	2.1%
19	nt	nt	-0.3%
20	5%[38.3 µM]	0%	-0.2%

4 compounds out of the list, ordered by formula weight, falling:
nr	structure	HTT aggregate	NPSR antagonist	CBFb RUNX1 block	Lamin A splicing
13	O=C(Nc1ccc2c(c1)OCCO2)C1CCCN(S(=O)(=O)c2cnc[nH]2)C1 (configuration not stated)	-7%	-1%[46.1 µM]	6%	?
12	CCC1C(=O)N=C(SCC(=O)NC2CCCCC2)NC1=O (configuration not stated)	-5%[9.22 µM]	-25%	-1%	nt
15	CCc1nc(OCCN(C)C)c2oc3ccccc3c2n1	6%	-10%[46.1 µM]	-10%	6%
18	Clc1ccc(-c2csc3ncnc(Cl)c23)cc1	?	-12%	15%	-6%

nr	IMPase Li inh	KinaseGlo FLuc	Epigenetic derep
13	28%[38.3 µM]	-4%	-0.8%
12	6%	1%	-3.1%
15	-6%[38.3 µM]	0%	3.8%
18	-3%	2%	2.1%

Additional records follow:
nr	structure	HTT aggregate	NPSR antagonist	CBFb RUNX1 block	Lamin A splicing
21	O=C(NC1CCCC1)C(c1ccncc1)N(Cc1ccco1)C(=O)c1ccc(-c2ccccc2)[nH]1 (configuration not stated)	?	?	-11%	?
22	CCCc1nnc2n1N=C(c1ccc([N+](=O)[O-])cc1)CS2	-20%[9.22 µM]	13%	6%	nt
23	O=C(c1cccc(F)c1)N1CCc2ccccc21	?	-15%[46.1 µM]	4%	-6%
24	COC(=O)C1CCN(S(=O)(=O)c2c(C)n(C)c(=O)n(C)c2=O)CC1	14%	-9%[46.1 µM]	10%	-11%
25	COC(=O)[C@@]1(Cc2ccccc2)C=C[C@@H](C)N1C(C)=O	nt	nt	-4%	nt
26	Nc1nonc1C(=O)NCCNS(=O)(=O)c1ccc(F)cc1	-24%	17%	8%	-1%
27	CC(C)C1Nc2ccc(C(=O)O)cc2C2C=CCC21 (configuration not stated)	-12%[9.22 µM]	7%	2%	nt
28	COc1ccc(C(=O)NC2CCN(C(=O)NC3CCCCC3)CC2)cc1	-3%	-13%[46.1 µM]	0%	1%
29	Cc1ccc(C2=N/C(=C\c3cccnc3)C(=O)O2)cc1	13%	1%	-6%	-3%
30	COc1ccc(CNC(=O)Oc2ccccc2)cc1Cl	-1%	-1%[46.1 µM]	1%	-1%

nr	IMPase Li inh	KinaseGlo FLuc	Epigenetic derep
21	2%	-1%	4.3%
22	nt	nt	-2.4%
23	22%[38.3 µM]	0%	-1.5%
24	18%[38.3 µM]	-4%	0.0%
25	-3%	-5%	0.2%
26	-6%	2%	-1.1%
27	10%	-7%	-8.8%
28	1%[38.3 µM]	-6%	0.0%
29	-7%	-4%	-1.3%
30	9%[38.3 µM]	-3%	0.8%

Next structures
nr	structure	HTT aggregate	NPSR antagonist	CBFb RUNX1 block	Lamin A splicing
31	CCCS(=O)(=O)N1CCC(C(=O)NCCCN(C)Cc2ccccc2)CC1	-15%	-3%[46.1 µM]	6%	-6%
32	O=C(CCCCCn1c(=O)[nH]c2ccsc2c1=O)NCc1cccs1	11%	-11%[46.1 µM]	9%	19%
33	Cc1nnc(-c2ccc(Cl)cc2)nc1NCCN(C)C	-14%[9.22 µM]	8%	5%	-4%[9.22 µM]
34	CCC(/C=C1\Sc2ccc(OC)cc2N1CC)=C\c1sc2ccc(OC)cc2[n+]1CCCS(=O)(=O)[O-]	?	-34%	-17%	-2%[46 µM]
35	COc1ccccc1CCNC(=O)CSc1nc(-c2ccco2)cc(C(F)(F)F)n1	16%	3%[46.1 µM]	3%	5%
36	Cc1cccc(C)c1NC(=O)CCCSc1nnnn1C	-1%	-13%[46.1 µM]	2%	0%
37	COc1ccccc1NC(=O)Cc1cccs1	0%	1%[46.1 µM]	8%	9%
38	CC(Sc1ccccc1)C(=O)NN=C1CCCCCCC1 (configuration not stated)	4%	4%	1%	nt
39	CO/N=C(/c1nonc1N)N1CCN(c2ccc([N+](=O)[O-])cc2)CC1	-7%	-27%[46.1 µM]	-10%	4%
40	CCOP(=O)(OCC)C(Nc1ccc(C)cc1)c1ccco1 (configuration not stated)	-11%	1%	-5%	nt

nr	IMPase Li inh	KinaseGlo FLuc	Epigenetic derep
31	-7%	1%	-0.9%
32	10%[38.3 µM]	-3%	0.0%
33	2%	-1%	-0.7%[10.1 µM]
34	29%	10µM*	-1.6%
35	-29%[38.3 µM]	-1%	2.9%
36	-29%[38.3 µM]	5%	-1.8%
37	17%[38.3 µM]	-3%	0.0%
38	6%	nt	1.3%
39	16%[38.3 µM]	0%	0.0%
40	-3%	2%	0.8%

The listing continues:
nr	structure	HTT aggregate	NPSR antagonist	CBFb RUNX1 block	Lamin A splicing
41	O=C(CSc1nnc(-c2ccccc2)n1-c1ccc(Cl)cc1)NC1CCS(=O)(=O)C1 (configuration not stated)	-12%	13%	2%	-8%
42	CCN1CCN(Cc2ccc(NC(=O)c3ccc(C)c(NC(=O)c4nccnc4N)c3)cc2C(F)(F)F)CC1	2.8µM*	-4%	?	nt
43	COc1cccc(NC(=O)COC(=O)c2ccccc2F)c1	-22%	12%	-1%	-14%
44	CCOC(=O)Cc1csc(NC(=S)NC(=O)c2ccccc2)n1	14%	-10%	-6%	0%
45	CC(C)c1ccc(N(C(=O)C(F)(F)F)C(C(=O)NC2CCCCC2)c2ccncc2)cc1 (configuration not stated)	2%	-12%[46.1 µM]	2%	1%
46	O=C1C2C3CCCC3=C3CCCC3C2C(=O)N1c1ccccc1 (configuration not stated)	0%	-6%[46.1 µM]	-6%	-5%
47	COC(=O)/C=C/c1ccccc1S(=O)(=O)N(Cc1ccccc1)Cc1ccco1	9%[9.22 µM]	-52%	18%&4%	nt
48	Cc1ccc(S(=O)(=O)N2CCN(C(=O)c3cc(=O)c4ccccc4o3)CC2)cc1	7%	-15%	2%	nt

nr	IMPase Li inh	KinaseGlo FLuc	Epigenetic derep
41	-1%	0%	0.0%
42	nt	nt	1.6%
43	3%	0%	0.0%
44	-2%	-1%	1.1%
45	6%[38.3 µM]	1%	1.2%
46	18%[38.3 µM]	0%	1.6%
47	nt	nt	1.1%
48	-9%	2%	-3.8%

HTT aggregate: hit marks shown above.
entry | structure | HTT aggregate | NPSR antagonist | CBFb RUNX1 block | Lamin A splicing | IMPase Li inh | Epigenetic derep
42 | CCN1CCN(Cc2ccc(NC(=O)c3ccc(C)c(NC(=O)c4nccnc4N)c3)cc2C(F)(F)F)CC1 | 2.8µM* | -4% | ? | nt | nt | 1.6%
